# Hsp90 Hop PPI: changes Hsp90-Hop TPR2A binding signal, up or down; Potency, µM (top dose mostly 57 µM), for inactives: at the top dose activity change, negative = inhibition; AID 595; hit rate 0.44% among 71,000; AlphaScreen TPR2A-His6 binding biotin-Hsp90 C-terminal peptide; active = well fitted curve in either direction with a large enough effect; inconclusive = small, poorly fitted or top-dose-only effect, or another doubt; also: potency is read from the fitted curve at half-maximal effect; % is scaled to controls: 0 for no effect and ±100 for the full control effect; many of its hits are not listed in these tables
# BRCT PPI green: inhibitors of human BRCA1 BRCT-phosphoprotein interaction (green fluorophore); BRCA1 BRCT-phosphopeptide binding, green fluorescence polarization; Potency, µM (series often up to 76.9 µM), without a hit: at the highest dose activity change, negative = inhibition, hits mostly inhibitors; hit rate 0.05% among 75,000; AID 875;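 also: potency is read from the fitted curve at half-maximal effect; plate controls were peptide without protein for full effect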
#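 Compounds were incubated for 12 min at room temperature with a complex of 100 nM fluorescein-tagged pBACH1 decapeptide and 250 nM His-tagged BRCT protein. Buffer was phosphate pH 7.3 with EDTA, DTT and Tween 20. Disruption of binding lowers the polarization signal.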
# CRE-bla Fsk: alters forskolin-stimulated CRE reporter signaling in CHO cells; CHO CRE-bla reporter (cAMP response element driving beta-lactamase), forskolin EC10, beta-lactamase ratio; Potency, µM (top dose mostly 38.2 µM), for inactives: at the top dose activity change, negative = inhibition, actives largely listed as activators; hit rate 2.5% among 71,000; active = well fitted activation curve with a large enough effect in the signal ratio, with a control signal flat, not every such curve was filed as active; inconclusive = small, poorly fitted or top-dose-only effect, or effect the other way, or a change in a side signal; the % refers to the signal ratio; also: potency is read from the fitted curve at half-maximal effect; % of control where 0% means no effect
#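 AC50 values, positive or negative, reflect shifts in EC10 NKH 477-induced CRE-bla reporter activity in CHO cells. Incubation lasted 3 h at 37 °C before CCF4 substrate (2 h, room temperature) and ratiometric 460/530 nm reading.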
# BRCT inh red: disrupts BRCA1 BRCT binding to phosphoprotein, red fluorophore readout; P38398; BRCT-phosphopeptide binding, red fluorescence polarization; Potency, µM (top dose mostly 76.9 µM), inactives show at the highest dose activity change, negative = inhibition, most hits filed as inhibitors; hit rate 0.03% among 75,000; AID 892; also: % is scaled to controls: 0 for no effect and ±100 for the full control effect
#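 Rhodamine-labelled pBACH1 10-mer (100 nM) bound to BRCT domain (100 nM) at pH 7.3; compounds incubated 12 min room temperature, polarization read. Free peptide defines full inhibition; unlabelled decapeptide titrated as control.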
# HBB splicing: modulators of hemoglobin beta chain splicing | HBB splicing reporter cell assay, activation; EGFP reporter with mutant IVS2-654 intron; response scale: normalised to 500 nM splice-correcting PNA | Potency, µM (titrated, usually from 46.1 µM), without a hit: top-dose activation, usual class: activators | hit rate 0.06% among 65,000 | AID 925; also: potency is read from the fitted curve at half-maximal effect; 0% is about no effect
#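 HeLa cells stably expressing EGFP interrupted by mutant beta-globin intron 2 (IVS2-654), 500/well in 2% FCS. Treated with compound for 2 days at 37C. Splicing correction scored as total well GFP intensity (488 nm excitation, 500-520 nm emission); 500 nM antisense PNA served as control.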
# ALOX15 inhib: inhibitors of human 15-lipoxygenase (ALOX15); P16050; purified 15hLO-1, xylenol orange hydroperoxide absorbance; Potency, µM (doses to about 57.1 µM), inactives show top-dose activity change, negative = inhibition, most hits filed as inhibitors; hit rate 1.4% among 74,000; AID 887; also: potency is read from the fitted curve at half-maximal effect; % is scaled to controls: 0 for no effect and ±100 for the full control effect; nearly all actives have a fitted effect of over 55% in size
#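 Readout: Fe(III)-xylenol orange absorbance, 573-to-405 nm ratio as reaction progress. Enzyme 40 nM purified human 15hLO-1, substrate 50 uM arachidonic acid, 6 min RT after 15 min compound preincubation; Hepes pH 7.5 buffer with Triton X-100.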
# USP2a inh: USP2a (human) protease inhibition | O75604 | USP2a enzymatic assay, qHTS inhibition | Potency, µM (highest dose often 38.3 µM), for inactives: top-dose activity change, negative = inhibition, hits mostly inhibitors | hit rate 0.1% among 60,000 | AID 927;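 also: potency is read from the fitted curve at half-maximal effect; nearly all actives have a fitted effect of over 60% in size; plate controls were DMSO for no effect and NEM full inhibition control for full effect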
#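 20 nM USP2 core + cpd, 30 min RT; add 20 nM Ub-PLA2/20 uM NBD C6-HPC; read Ex460/Em535 at 0 h and 2.5 h. Normalized to NEM; qHTS curve fit/classification.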
# UbGFP stabilizer: ubiquitin-GFP accumulation via proteasome inhibition; 67,000 tested, under 10 active; Ubiquitin-GFP reporter cells, proteasome inhibition, GFP fluorescence; response scale: untreated = 0%, 10 µM MG-132 = 100%; Potency, µM (top dose mostly 45.9 µM), for the others: at the highest dose activation (GFP accumulation), actives largely listed as activators; AID 526; active = well fitted activation curve with a large enough effect, not every such curve was filed as active; inconclusive = small, poorly fitted or top-dose-only effect, or another doubt; inactive = no such curve, though single readings can be large or run the other way; also: potency is read from the fitted curve at half-maximal effect
#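 Proteasome block read as GFP accumulation: ubiquitin(G76V)-GFP U2OS cells exposed to compound (2.9 nM–46 uM) for 4 hr at 37 C. Normalization used untreated cells as 0% and 10 uM MG-132 as 100%; concentration-response curves fitted.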
# HADH2 inhib: blocks human hydroxyacyl-CoA dehydrogenase type II; Potency, µM (doses to about 57.1 µM), for the others: at the highest dose activity change, negative = inhibition, most hits filed as inhibitors; recombinant HADH2, NADH fluorescence, beta-hydroxybutyryl-CoA; Q99714; hit rate 3.4% among 73,000; AID 886; also: potency is read from the fitted curve at half-maximal effect; % is scaled to controls: 0 for no effect and ±100 for the full control effect; nearly all actives have a fitted effect of over 60% in size; many of its hits are not listed in these tables
#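 Activity measured as NADH fluorescence gain (360/450 nm), taken as the change between first and last reads of a 4-min kinetic run. Conditions: pH 9.0 Tris buffer, 20 nM E. coli-expressed His-tagged enzyme, 1 mM NAD+, 90 uM beta-hydroxybutyryl-CoA; 15-min compound preincubation.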
# DNA Pol III inh: blocks replication by bacterial DNA polymerase III holoenzyme; AID 603; hit rate 0.25% among 71,000; reconstituted DNA polymerase III holoenzyme replication, biochemical; Potency, µM (doses to about 57.1 µM), for inactives: at the top dose activity change, negative = inhibition; also: potency is read from the fitted curve at half-maximal effect; % is scaled to controls: 0 for no effect and ±100 for the full control effect
#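 Reconstituted *E. coli* holoenzyme (0.35 nM Pol III, 1 nM beta, 154 nM SSB, 2 nM primase) was preincubated with compound for 15 min at RT. Synthesis on 1.4 nM ssM13Gori ran 35 min, then was stopped with PicoGreen/EDTA and read as dsDNA fluorescence.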
# Epigenetic mod: epigenetic GFP locus derepression in mouse cells; mouse C127i GFP locus derepression, cytometry, 30 h; Potency, µM (series often up to 46.1 µM), without a hit: top-dose GFP derepression (activation); hit rate 0.09% among 68,000; AID 597; also: % of control where 0% means no effect
#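 Derepression screen: silenced CMV-GFP reporter in murine C127i cells, 30 h compound incubation at 37 C, washed cells imaged by laser-scanning cytometer to enumerate GFP-expressing objects of 20 to 120 um.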
# Starred values were filed as active, the others as inactive; u = inconclusive; x = not tested or not shown; [ ] = remark or other dose. Unless noted, calls follow the shape of the dose curve; as a rule, active = well fitted curve in the direction sought with a large enough effect; inconclusive = small, poorly fitted or top-dose-only effect, or another doubt; inactive = no such curve, though single readings can be large; an effect the other way counts as inactive or inconclusive. The list is partial; rates above refer to the full screens.
SMILES,Hsp90 Hop PPI,BRCT PPI green,CRE-bla Fsk,BRCT inh red,HBB splicing,ALOX15 inhib,USP2a inh,UbGFP stabilizer,HADH2 inhib,DNA Pol III inh,Epigenetic mod
COc1ccccc1Oc1ccc(S(=O)(=O)Nc2cccnc2)cc1,-2%,2.8%,0%,0.4%,1.8%,-4%,5%,-4%,-3%,-7%,6%
CCCN1CCC(N2CCN(c3ccccc3OC)CC2)CC1,-5%[11 µM],-0.7%,-2%[7.6 µM],0.2%,-1.0%[0.0738 µM],13%[11.4 µM],3%[7.66 µM],-15%[9.17 µM],12%[11.4 µM],6%[11.4 µM],-4%
CCN(CC)C(=O)N1CCN(C)CC1,1%[26 µM],-1.4%[3.08 µM],4%[17.1 µM],0.3%,-0.6%[20.6 µM],5%,-5%,-4%[20.5 µM],7%[25.6 µM],2%[25.6 µM],5%[20.6 µM]
COc1ccc([C@@H]2Sc3ccccc3N(CCN(C)C)C(=O)[C@@H]2OC(C)=O)cc1,-2%,0.6%,u,-0.7%,x,-7%[25.6 µM],x,3%,9%,-3%,8%[20.6 µM]
O=C(NC1CCCCC1)C1CCN(S(=O)(=O)N2CCCCCC2)CC1,-5%,-1.9%,5%,0.3%,0.2%[57.5 µM],0%,-2%,1%,4%,-2%,-3%
c1ccc(-n2ncc3c(N4CCN(c5ccccn5)CC4)nc(N4CCCCCC4)nc32)cc1,-1%,-0.5%,-4%,-0.3%,-2.1%[0.369 µM],9%,4%,x,14%,-7%,5%
NC(=O)c1oc2ccccc2c1NC(=O)c1ccc(F)cc1,-1%,-1.8%,u,1.3%,0.6%,-3%,x,8%,15%,-5%,x
CCCn1c(C)nc2c(NCCCCN3CCCC3)nc(C)nc21,1%,-4.7%,-4%,0.3%,0.5%,-6%,x,8%,-1%,1%,x
CCC(C)n1cnc2c(c1=O)c1nc3ccccc3nc1n2Cc1ccc2c(c1)OCO2 (configuration not stated),3%,0.4%,16µM*,-0.3%,-1.5%[0.369 µM],-17%,39%[activator],x,-11%,-2%,-2%
COC(=O)CN(c1ccccc1OC)S(=O)(=O)c1ccccc1,1%,-3.1%,-5%,0.4%,1.6%,-1%,2%,-8%,0%,0%,-2%
O=C(CCNS(=O)(=O)c1ccc(Br)s1)NC1CCCC1,-11%,-3.6%,u,-1.0%,-1.4%,7%,1%,1%,3%,1%,0%
Cc1nc(SCC(=O)N2CCC(C(N)=O)CC2)n[nH]1,-5%,-0.2%,4%,-1.3%,x,0%,-1%,0%,0%,-1%,0%
CCc1ccc(-c2nnn(Cc3nn[nH]n3)n2)cc1,-1%,-3.3%,3%,-2.6%,x,17%,-7%,-1%,-4%,-5%,0%
Cc1csc(NC(=O)NC2(C(F)(F)F)Oc3ccccc3O2)n1,-2%,-0.7%,u,-3.2%,-0.5%,u,-1%,1%,2µM*,-2%,-1%
COc1ccc(-c2cc3nc(C)cc(NCCO)n3n2)cc1,3%,-0.6%,u,1.6%,-0.1%[57.5 µM],-27%,2%,5%,-29%,-8%,-3%
Cn1nnnc1SCC(=O)Nc1ccccc1N1CCCCC1,-3%,0.0%,6%,-1.1%,0.0%[57.5 µM],u,x,-1%,u,-5%,-1%
CCCCS(=O)(=O)N1CN(S(=O)(=O)CCCC)C2NC(=O)NC21 (configuration not stated),-4%,-6.5%,-5%,-1.1%,-0.9%,9%,5%,-4%,-5%,-2%,2%
CCOC(=O)C1C2C=CC3(CN(c4ccccc4CC)C(=O)C13)O2 (configuration not stated),-4%,-0.4%,-6%,-0.3%,x,0%,0%,-4%,-3%,-2%,0%
COc1ccc(C(=O)N2CCCC2)cc1,-2%,-3.6%,0%,-1.3%,-0.8%,3%,5%,28%,-6%,-2%,-4%
CCc1nnc(NC(=O)CSc2ncc(-c3ccccc3)n2C)s1,-5%,-0.9%,-5%,-5.0%,0.3%[57.5 µM],-5%,x,-1%,-9%,-1%,3%

# Part of the list above, limited to Epigenetic mod, HBB splicing and BRCT inh red:
SMILES | Epigenetic mod | HBB splicing | BRCT inh red
NC(=O)c1oc2ccccc2c1NC(=O)c1ccc(F)cc1 | x | 0.6% | 1.3%
CCCn1c(C)nc2c(NCCCCN3CCCC3)nc(C)nc21 | x | 0.5% | 0.3%
CCC(C)n1cnc2c(c1=O)c1nc3ccccc3nc1n2Cc1ccc2c(c1)OCO2 (configuration not stated) | -2% | -1.5%[0.369 µM] | -0.3%

# Continued:
SMILES,Hsp90 Hop PPI,BRCT PPI green,CRE-bla Fsk,BRCT inh red,HBB splicing,ALOX15 inhib,USP2a inh,UbGFP stabilizer,HADH2 inhib,DNA Pol III inh,Epigenetic mod
O=C(CS(=O)(=O)c1cn(Cc2ccc(F)cc2)c2ccccc12)N1CCCCC1,-3%,-0.4%,-1%,-0.6%,0.6%,-16%,5%,-2%,-2%,-2%,2%
N#Cc1c(NC(=O)c2ccc(Cn3cc(Br)cn3)o2)sc2c1CCCCCC2,9%,3.7%,u,0.3%,-2.0%,u,42%[activator],6%,16µM*,-3%,7%
O=C(CSc1nnc(CNC(=O)c2ccco2)o1)c1ccccc1,3%,-1.3%,-4%,0.4%,0.1%,-3%,0%,6%,u,1%,4%
CCCc1cc(C(=O)NC2CCCC2)no1,-2%,-3.9%,-5%,-0.2%,0.0%,6%,x,9%,7%,-13%,3%
Cn1cc(-c2nc3cnc(N4CCNCC4)nc3n(-c3ccccc3)c2=O)c2ccccc21,7%,5.6%,u,-0.1%,0.9%,9%,85%[activator],-9%,-12%,-6%,-3%[9.22 µM]
CCOC(=O)c1nn(-c2ccccc2)c(C#N)c1NC(=O)c1nn(CC)cc1Br,5%,3.2%,1.6µM*,-0.3%,-0.3%,-2%,23%,10%,5%,-6%,-3%
Cc1c(-c2cccs2)[n+](=O)c2c(n1[O-])CCCCC2,1%,-2.8%,1%,1.8%,0.0%[9.22 µM],6%,-6%,-1%,22%,2%,0%
O=C(COc1ccc(S(=O)(=O)NCc2ccccc2)cc1)NCC1CCCO1 (configuration not stated),-1%,0.8%,3%,-1.4%,-1.1%,1%,5%,5%,-11%,-3%,0%
Cc1ccc(-n2nnc3c(=O)n(CC(=O)N4CCCC4)cnc32)cc1,4%,-0.9%,u,-0.2%,2.4%,11%,6%,-1%,3%,6%,0%
CS(=O)(=O)N1CCCC(C(=O)NCCCN2CCOCC2)C1 (configuration not stated),4%,1.5%,u,1.5%,-1.7%,3%,-4%,13%,0%,-1%,0%
CC(=O)Nc1ccc(NC(=O)c2ccccc2N(C)S(C)(=O)=O)cc1,-4%,0.8%,u,-0.9%,-0.7%,12%,-8%,-5%,-3%,-4%,0%
Cc1cc2nc(-c3ccc(NC(=O)C(C)C)cc3)oc2cc1C,-1%,-1.9%,3%,-1.6%,-1.0%[9.22 µM],3%,5%,-10%,28%,1%,-6%
CCC(C)NC(=O)c1cnc2n(c1=O)CCS2 (configuration not stated),2%,-0.7%,u,-2.5%,-0.4%,-5%,x,-4%,10%,-4%,x
S=C(c1ccc(-c2ccccc2Cl)o1)N1CCOCC1,-29%,-2.4%,28%,1.0%,-1.1%[9.22 µM],u,5%,17%,1.6µM*,-8%,2%
CCCCOc1ccc(C(C)NC(=O)C2CCCN(S(=O)(=O)CC)C2)cc1 (configuration not stated),2%,-1.3%,5%,0.0%,-0.5%,-1%,9%,-7%,3%,-2%,4%

# Assay outcomes as filed in PubChem.
